TSG101-PTAP inh: blocks PTAP/TSG101 interaction to inhibit HIV-1 budding; Fluorescence polarization, FITC-PTAP peptide / Tsg101 binding; 340,000 tested, under 10 active; AID 493005; Q99816; Potency, µM (top dose mostly 115 µM), without a hit: top-dose activity change, negative = inhibition, most hits filed as inhibitors; active means well fitted inhibition curve with a large enough effect in the main read-out, with a control signal flat, not every such curve was filed as active; inconclusive means small, poorly fitted or top-dose-only effect, or effect the other way, or a change in a side signal; inactive means no such curve, though single readings can be large or run the other way; further: potency means the concentration at half of the fitted maximal effect; % of control where 0% means no effect
Target sequence (Q99816 whole entry, looked up): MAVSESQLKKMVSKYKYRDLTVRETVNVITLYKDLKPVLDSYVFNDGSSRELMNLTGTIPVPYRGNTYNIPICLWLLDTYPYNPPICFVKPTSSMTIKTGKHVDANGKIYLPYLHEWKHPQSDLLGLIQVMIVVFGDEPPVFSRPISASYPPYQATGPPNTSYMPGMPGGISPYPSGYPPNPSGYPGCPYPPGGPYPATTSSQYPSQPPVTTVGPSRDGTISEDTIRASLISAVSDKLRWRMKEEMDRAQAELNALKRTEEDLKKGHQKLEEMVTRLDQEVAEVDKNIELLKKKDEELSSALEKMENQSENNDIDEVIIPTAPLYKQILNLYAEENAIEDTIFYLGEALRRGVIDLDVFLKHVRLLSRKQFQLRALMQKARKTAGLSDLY
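Tsg101 binding domain (10 uM final) was mixed with compound and a FITC-labeled PTAP peptide (50 nM final) in HEPES pH 7.5 buffer with NaCl, Tween 20, EDTA and TCEP; fluorescence polarization was read after 20 min at r.t.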
S-ASM inh: human S-ASM enzyme inhibition. placental ASM, HMU-PC fluorogenic substrate, 60 min. AID 504937. P17405. actives 0.006% (n = 340,000). Potency, µM (top dose mostly 57.5 µM), inactives show at the top dose activity change, negative = inhibition, hits mostly inhibitors; further: potency means the concentration at half of the fitted maximal effect
Target sequence (P17405 47-631 limits assumed): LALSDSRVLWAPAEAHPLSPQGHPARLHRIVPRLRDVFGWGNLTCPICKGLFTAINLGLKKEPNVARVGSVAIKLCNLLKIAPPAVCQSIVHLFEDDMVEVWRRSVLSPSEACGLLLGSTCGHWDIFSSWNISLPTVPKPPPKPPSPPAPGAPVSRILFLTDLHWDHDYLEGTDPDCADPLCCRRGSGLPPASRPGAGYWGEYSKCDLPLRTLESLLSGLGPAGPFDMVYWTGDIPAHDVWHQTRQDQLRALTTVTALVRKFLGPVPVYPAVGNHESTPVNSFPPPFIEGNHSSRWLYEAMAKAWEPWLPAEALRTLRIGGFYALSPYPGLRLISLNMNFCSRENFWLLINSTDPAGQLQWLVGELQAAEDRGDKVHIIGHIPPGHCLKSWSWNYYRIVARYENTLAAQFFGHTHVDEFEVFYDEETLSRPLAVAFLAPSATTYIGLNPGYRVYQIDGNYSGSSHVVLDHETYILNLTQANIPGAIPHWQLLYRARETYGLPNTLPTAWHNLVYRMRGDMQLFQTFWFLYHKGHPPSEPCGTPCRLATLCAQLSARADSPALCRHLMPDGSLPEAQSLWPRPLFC
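HMU-PC0 cleavage (9 uM final) by human placental ASM, 60 min at 37 °C following 10 min compound exposure at RT; stopped at pH 10, fluorescence Ex 386/Em 447 nm.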
Integrin act MD: integrin-mediated muscular dystrophy alleviation activation | Potency, µM (highest dose often 38.3 µM), inactives show at the highest dose activation, most hits filed as activators | AID 624291 | alpha7betagal myoblasts, beta-gal FDG fluorescence, 48 h | actives 0.064% (n = 350,000);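 further: potency means the concentration at half of the fitted maximal effect; 100% = response of the positive control SU9516; nearly all actives have a fitted effect of over 60% in size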
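alpha7betagal+/- myoblasts (passage 13, 250/well) treated 48 h at 37C with compounds at 1:260 dilution of DMSO stock. Lysed, then beta-galactosidase activity read as FDG fluorescence (ex 480/em 540) after 30 min, with pre-read for autofluorescence.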
Giardia kill: Giardia lamblia killing. Giardia lamblia trophozoite viability. activity change, % at 7.66 µM, hits read low. actives 0.15% (n = 340,000); in the data active means activity change below about -80%; inconclusive means between about -30% and that limit;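 further: parasites exposed to compound for two days anaerobically before the ATP read; on the % scale 0 is the no-effect control and ±100 the full control effect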
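Anaerobic 48 hrs incubation at 37 deg C of 100 trophozoites/well with test compounds; ATPLite 1-Step luminescence, 15-30 min RT, reports cellular ATP as viability.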
Starred values were filed as active, the others as inactive; i = inactive; ? = inconclusive; / = not tested or not shown; [ ] = another dose, or the depositor's remark. Unless noted, the call rests on the fitted dose curve; in most records, active means well fitted curve in the direction sought with a large enough effect; inconclusive means small, poorly fitted or top-dose-only effect, or another doubt; inactive means no such curve, though single readings can be large; an effect the other way counts as inactive or inconclusive.

SMILES	TSG101-PTAP inh	S-ASM inh	Integrin act MD	Giardia kill
COc1ccccc1C=CC(=O)C=Cc1ccccc1OC	-2%	7%	-51%[inhibitor]	-1
COc1cc(/C=C2\CCC(C)C3=C(c4cc(OC)c(OC)c(OC)c4)C(C#N)=C(N)OC32)cc(OC)c1OC (centres undefined)	?	?	-31%	-3
O=S(=O)(Nc1ccc(O)c2ccccc12)c1ccc(F)cc1	-4%	2%	-14%	-23
COc1ccc(-c2oc3ccc(-c4cc(OC)c(OC)c(OC)c4)cc3c2-c2ccc(OC)cc2)cc1	-7%	9%	18%	?
COc1cc(C)cc2c1OC(c1ccccc1)CC2=O (centres undefined)	-2%	24%	-27%	-21
CSCCC(NS(=O)(=O)c1ccc(C)cc1)C(=O)N(C)CC(=O)Nc1ccccc1Br (centres undefined)	-5%	0%	-1%	2
Cc1cc(CNCCN(C)C)c(C)n1-c1cc(S(=O)(=O)N2CCOCC2)ccc1N1CCCC1	-12%	9%	-30%	-8
CCC1CC(=O)CCN1S(=O)(=O)c1ccc(C)cc1 (centres undefined)	-3%	0%	13%	-28
c1ccc2c(c1)CCc1ccccc1C2=C1CCNCC1	0%	0%	?	7
COc1ccc(C(=O)NNC(=O)c2cc3ccccc3cc2O)cc1	-6%	18%	-34%	-13
C[C@@H](NS(=O)(=O)c1cc(Cl)ccc1F)[C@H](O)c1ccccc1	-2%	-5%	31%	10
OCCN(CCO)c1cc2c3ccccc3ccc2c2ccccc12	1%	394%[activator]	18%	7
CC1CCN(C(=O)CCCl)c2ccccc21 (centres undefined)	-2%	6%	-2%	-9
Cc1ccccc1NC(=O)c1cc(-c2ccco2)nc2ccccc12	-2%	92%[activator]	6%	-27
CCOC(=O)c1oc2cc(O)cc(O)c2c(=O)c1OCc1ccccc1	1%	-7%	-14%	-11
CC(C)C[C@H]1CNC(=S)N1CC1CCN(CCCCc2ccccc2)CC1	-1%	4%	-38%	8
COC(=O)C1N[C@@H]([C@@H](NC(=O)COc2ccccc2)C(=O)NCc2ccsc2)SC1(C)C (some centres undefined)	-3%	-6%	24%	10
O=C(O)c1cc(-c2ccccc2)nn1CC1CC(c2cccnc2)=NO1 (centres undefined)	-1%	5%	-1%	15
COc1ccc(C(=O)CSc2nc(=O)n(Cc3cccnc3)c3c2CCC3)cc1	-1%	8%	-18%	-1
N#Cc1ccc(CC(=O)c2ccccc2)[nH]c1=O	1%	44%[activator]	8%	4
CN(C)CCCN1c2ccccc2Sc2ccc3ccccc3c21	-3%	9%	-44%	-19
CN1CCCC1CCNc1ccc2sc3ccccc3c(=O)c2c1 (centres undefined)	-6%	-18%	-46%[inhibitor]	-12
CN(C)S(=O)(=O)c1ccc(C(=O)N2CCN(S(=O)(=O)c3ccc4c(c3)OCCO4)CC2)cc1	-1%	4%	-16%	-12
COc1cc(C(=O)O)c2c(c1C)OC(=O)c1c(C)cc(O)c(C=O)c1O2	-16%	0%	25%	-1
CCN(CC)c1ccc(C(=C2C=CC(=[N+](CC)CC)C=C2)c2ccc(N(CC)CC)cc2)cc1	1%	?	?	-4
CC(=NO)C1CCC2C3CCC4=CC(=NO)CCC4(C)C3C(O)CC12C (centres undefined)	-3%	1%	-26%	-5
Cc1cccc(N2CCN(C(=O)Cn3nc(Cc4ccncc4)c4ccccc4c3=O)CC2)c1C	-5%	11%	9%	55[activator]
O=[N+]([O-])c1ccc(-c2cn3c(n2)SCC3)cc1	-6%	-6%	22%	18
Cc1nc(-c2ccc(F)cc2)c(CC(=O)N(C)CC(=O)Nc2ccc(Cl)c(C(F)(F)F)c2)s1	-2%	?	-18%	37[activator]
O=C(O)c1ccc(NCc2nc3cc4ccccc4cc3[nH]2)cc1	-2%	-16%	10%	-26

Looked up by structure from above:
SMILES	TSG101-PTAP inh	S-ASM inh	Integrin act MD	Giardia kill
CCC1CC(=O)CCN1S(=O)(=O)c1ccc(C)cc1 (centres undefined)	-3%	0%	13%	-28
N#Cc1ccc(CC(=O)c2ccccc2)[nH]c1=O	1%	44%[activator]	8%	4
CCOC(=O)c1oc2cc(O)cc(O)c2c(=O)c1OCc1ccccc1	1%	-7%	-14%	-11

(cont.)
SMILES	TSG101-PTAP inh	S-ASM inh	Integrin act MD	Giardia kill
CCOC(=O)Nc1ccc2c3c(cccc13)-c1ccccc1-2	-2%	i	21%	6
COCc1cc(C)nc(SCc2ccc(Br)cc2)c1C#N	-2%	-4%	-25%	-10
Cc1cccc(-n2c(C)nc3ccsc3c2=O)c1	-3%	2%	9%	4
CC[C@]12C(=O)N(C)C[C@H]([C@@H]3C(=O)N(Cc4ccccc4)C(=O)[C@@H]31)N2C(=O)c1ccc(C(C)(C)C)cc1	0%	0%	15%	-19
CCOC(=O)c1c(C)[nH]c(C(=O)OCc2ccc(C)cc2)c1C	1%	-4%	15%	0
CCC(C)n1c(C)cc(=O)n1C(C)CC (centres undefined)	-1%	3%	1%	-22
O=[N+]([O-])c1cc([N+](=O)[O-])c(Oc2cccc3ccccc23)cc1NN1CCCCC1	0%	-3%	16%	-6
COc1ccc(C2=C(C=O)Cc3ccccc3O2)cc1	6%	-2%	-2%	-1
CCOC(=O)c1ccccc1NC(=O)c1c(N)n(C)c(=O)[nH]c1=O	0%	6%	-12%	17
CC(=O)Nc1ccc(NC(=S)NC(=O)c2ccc(-c3ccccc3)cc2)cc1	2%	-11%	2%	-8
C=C(C)CSc1nnc2[nH]c(=O)cc(N)n12	-5%	1%	18%	-4
CCCN(CCC)C(=O)C(c1ccccc1)C1(O)CCCCC1 (centres undefined)	-4%	-4%	-23%	-1
CC(Cc1ccccc1)=NNS(=O)(=O)c1ccc([N+](=O)[O-])cc1	-3%	0%	1%	-3
Cc1cccc(C=NOCCc2ccccc2)n1	-3%	6%	9%	6
Nc1cc([N+](=O)[O-])ccc1OCc1ccccc1	1%	-6%	21%	-20
CC(=O)Nc1ccc(NC(=O)c2ccnn2C)cc1	-4%	4%	3%	18
CSCCC1NC(=O)C(C(C)=Nc2ccccc2)=C1O (centres undefined)	-4%	-2%	33%	-1
O=[N+]([O-])c1ccc2[nH]c(=S)[nH]c2c1	-6%	-1%	12%	-7
O=C(CSc1ncnc2c1oc1ccccc12)Nc1ccc2c(c1)OCCO2	0%	3%	9%	4
COc1cc(/C=C(\C(=O)O)c2ccc(S(=O)(=O)N3CCCC3)s2)ccc1OCCC(C)C	-6%	15%	0%	-19
CCOC(=O)c1cn(CC)c2cc(N3CCCCC3)c(F)cc2c1=O	-3%	12%	-20%	10
CCSc1nc(N)nc2c1ncn2C1OC(CO)C(O)C1O (centres undefined)	-2%	0%	1%	-2
CCOC(=O)c1[nH]c2ccccc2c1NC(=O)c1cc(OC)c(OC)c(OC)c1	-5%	-1%	11%	9
O=[N+]([O-])c1cccc(COc2ccc(CN3CCCCC3)cc2)c1	0%	8%	0%	-13
[C-]#[N+][C@H](O[C@@H]1O[C@H](CO)[C@@H](O)[C@H](O)[C@H]1O)c1ccccc1	1%	-1%	16%	0
O=c1cc2c(c(-c3ccccc3)n1Cc1ccccc1)[C@@H](CCO)NC2	-3%	10%	6%	-5
Cc1ccc2[nH]c(=O)c(CN(CCO)C(=O)N(C)C)cc2c1	-7%	3%	16%	-15
Cc1ccc(C(=O)Nc2cccc(NC(=O)c3ccc(C)cc3)n2)cc1	-2%	-6%	-5%	-4
CN(Cc1ccccc1)CC1C2CCC(C2)C1O (centres undefined)	-2%	8%	0%	-19
CCO[C@@H]1OC(C(=O)Nc2ccccc2)=C[C@H](C)[C@H]1CCCO	0%	1%	-14%	-1
O=C(Nc1ccccc1)c1ccccc1NC(=O)c1ccccc1[N+](=O)[O-]	-5%	1%	-20%	-9
O=C(NC1(C(=O)O)CCCC1)c1ccccc1	0%	1%	-35%[inhibitor]	-1
COC(=O)c1c(C)cc(O)c(C)c1O	-5%	-4%	20%	-7
COC(=O)c1ccc(/C=C2\SC(=S)N(CCCC(=O)N3CCOCC3)C2=O)cc1	2%	1%	-31%	-17
Cc1ccc(-c2cc(=O)[nH]c3ccccc23)cc1	2%	0%	13%	-7
COc1cccc(C2c3c(oc4ccccc4c3=O)C(=O)N2Cc2ccco2)c1 (centres undefined)	-11%	-6%	3%	1
Nc1ccc(Sc2ccccc2Cl)nc1	0%	6%	-21%	8
N#CC(C#N)=C1SC(=Nc2ccccc2)C(=Nc2ccccc2)N1c1ccccc1	-1%	-18%	-18%	6
CC(=O)Nc1ccc(S(=O)(=O)NCCC(=O)OCC(=O)NC(C)c2ccc(Cl)cc2)cc1 (centres undefined)	-3%	-2%	-32%	7
O=C1CCCCC1(c1ccccc1)c1ccccc1	0%	-2%	-33%	2
Cc1ccc(OCCC(=O)OCC(=O)Nc2ccc(C)c(S(=O)(=O)N3CCOCC3)c2)cc1	-3%	-9%	8%	-7
COc1ccc(C(=O)N2CCC(C(=O)N3CCN(c4ccccc4)CC3)CC2)cc1	-1%	4%	5%	0
CCOC(=O)N1CCN(S(=O)(=O)c2ccc3c(c2)NC(=O)CO3)CC1	-2%	0%	-8%	-1
Nc1ccn(C2CCCO2)c(=O)n1 (centres undefined)	0%	0%	30%	-5
COc1cc(O)c2c(=O)c3c(O)c(O)ccc3oc2c1OC	0%	0%	23%	3
CCCCCn1c(=O)[nH]c2cc(C(=O)N3CCN(c4ccc(F)cc4)CC3)ccc2c1=O	7%	-8%	-7%	?
Nc1ccc(-n2nc3ccccc3n2)cc1	-1%	/	-16%	?
CCCCCSc1nc2c(c(=O)[nH]c(=O)n2C)n1CC	-1%	-1%	-4%	21
Oc1ccc(Cc2ccccc2Cl)c(O)c1	-1%	0%	1%	-14
Cc1ccc(C(=O)Nc2ccccc2Oc2ccccc2)o1	-3%	-2%	11%	13
O=C(NNC(=O)c1cccc2ccccc12)c1ccc(Cl)cc1Cl	-4%	2%	31%	-7
O=C1C=CC(=O)N1c1ccc2ccccc2c1	-6%	-1%	-32%	9
CC1(C)CC(=O)C2=C(C1)Nc1ccccc1NC2c1ccc([N+](=O)[O-])cc1 (centres undefined)	2%	-3%	14%	-14
COc1ccccc1N1CCN(C(=O)[C@H](C)NS(=O)(=O)c2ccc3c(c2)OCCCO3)CC1	0%	2%	0%	8
COc1ccc(C)c2sc(N(CCCN(C)C)C(=O)c3ccc(S(=O)(=O)N4CCc5ccccc5C4)cc3)nc12	-1%	-27%	-54%[inhibitor]	0
O=C(c1cc(COc2ccc(-n3cncn3)cc2)on1)N1CCCC1	-3%	2%	15%	-15
CC(C)(C)c1sc(N)nc1-c1ccccc1	-7%	2%	-21%	19
CC1(c2ccccc2)NC(=O)N(CC(=O)Nc2ccc(S(=O)(=O)NC3=NCCCCC3)cc2)C1=O (centres undefined)	-1%	2%	25%	9
CCCCOC(=O)c1cc(-c2ccc(/C=N/n3cnnc3)o2)ccc1Cl	-2%	-7%	-6%	-6
Cc1cc(=O)oc2cc(O)cc(OCc3ccccc3)c12	-1%	/	18%	-11

Sorted by the number under S-ASM inh (falling): 3 of the compounds above
structure,S-ASM inh
COc1ccccc1C=CC(=O)C=Cc1ccccc1OC,7%
O=C(NC1(C(=O)O)CCCC1)c1ccccc1,1%
O=C(O)c1ccc(NCc2nc3cc4ccccc4cc3[nH]2)cc1,-16%

Next records.
SMILES	TSG101-PTAP inh	S-ASM inh	Integrin act MD	Giardia kill
Cc1ccccc1Sc1ccc([N+](=O)[O-])cn1	-1%	-1%	-21%	-10
CCN1CCN(S(=O)(=O)c2ccc(Cl)c(C(=O)Oc3ccc(CC(=O)OC)cc3)c2)CC1	-1%	2%	6%	-20
CCn1nnc(-c2ccccc2NC(=O)c2cnccn2)n1	-2%	1%	3%	28
CC(=O)c1cccc(NC(=O)CSc2ccc(-c3cccnc3)nn2)c1	-4%	-3%	-1%	?
O=C(NCc1ccc(Cl)cc1Cl)Nc1ccccc1	0%	0%	9%	-8

Source: PubChem (National Center for Advancing Translational Sciences (NCATS))

An excerpt; rates above refer to the full screens.
